KCNH2 3.1 block = qHTS for Inhibitors of KCHN2 3.1: Mutant qHTS. Potassium voltage-gated channel subfamily H member 2, brain isoform KCNH2 3.1 (human). U2OS KCNH2 3.1, thallium flux FluxOr; hits give low values. activity change, % (tested at about 1.8 µM). 0.95% of 340,000 active;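 active = maximum activity change below -70%; inconclusive = maximum activity change from -70% to -50%; inactive = maximum activity change above -50%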;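 also: thallium influx rate constant from kinetic fluorescence after stimulation buffer; % is scaled to controls: 0 for no effect and ±100 for the full control effect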
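Steps: virus added to U2OS suspension (4 h, RT, dark); medium with 10% FBS added, cells plated, 37 C overnight; FluxOr/Red40 loading buffer 45 min RT; stimulation buffer, 2 min kinetic read; rate constant normalized.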
USP2a inh = qHTS Assay for Inhibitors of Ubiquitin-specific Protease USP2a Using CHOP2 as the Reporter; Ubiquitin carboxyl-terminal hydrolase 2 (Homo sapiens), O75604; USP2 core, Ub-CHOP2 coupled fluorogenic reporter, 485/531; Potency, µM (series often up to 38.3 µM), without a hit: at the highest dose activity change, negative = inhibition, usual class: inhibitors; 0.01% of 330,000 active; AID 463254, 2010;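 also: potency is read from the fitted curve at half-maximal effect; plate controls were DMSO wells for no effect and full inhibition by NEM control for full effect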
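Deubiquitinase activity read as fluorescence (485/531 nm) after Ub-CHOP2 cleavage activates the enterokinase reporter on its substrate; USP2 core 10nM, Ub-CHOP2 and substrate 25nM each, 30min compound preincubation then 60min RT; data normalized to NEM, curves fitted.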
Eya2 inh = qHTS Assay for Inhibitors of the Phosphatase Activity of Eya2. Protein phosphatase EYA2 (Homo sapiens), O00167. 0.006% of 330,000 active. Potency, µM (series often up to 76.9 µM), for inactives: top-dose activity, negative = inhibition, actives largely listed as inhibitors. recombinant Eya2, OMFP fluorescence dephosphorylation (OMFP is methylfluorescein phosphate); also: potency is read from the fitted curve at half-maximal effect; % is scaled to controls: 0 for no effect and ±100 for the full control effect
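Eya2 protein (added as 0.2 uM solution) was preincubated with compound for 10 min at ambient temperature in 50 mM HEPES pH 7.5, 50 mM NaCl, 5 uM MgCl2, 0.05% BSA, 1 mM DTT. OMFP (added at 50 uM) then reacted 10 min; fluorescence read at 485/525 nm.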
ELG1 repair inh = qHTS screen for small molecules that inhibit ELG1-dependent DNA repair in human embryonic kidney (HEK293T) cells expressing luciferase-tagged ELG1; HEK293T ELG1-luciferase reporter, luminescence, 16 h; DNA damage induced by 5-fluorouridine; AID 504467, 2011; Potency, µM (top dose mostly 46.1 µM), for the others: at the highest dose activity change, negative = inhibition, hits mostly inhibitors; 2.3% of 330,000 active; also: potency is read from the fitted curve at half-maximal effect; % is scaled to controls: 0 for no effect and ±100 for the full control effect; nearly all actives have a fitted effect of over 55% in size
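DMSO vehicle served as the neutral condition. Each well held 2,000 cells given 5-fluorouridine plus compound; after 16 hr at 37 °C/5% CO2, ONE-Glo was added and luciferase measured 30 min later.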
TCR act = Activators of T cell receptors: qHTS campaign | primary human leukocytes, anti-CD3, IL-2 HTRF, 48 h | Potency, µM (series often up to 9.22 µM), inactives show at the highest dose activation of IL-2 secretion, usual class: activators | 330,000 tested, under 10 active; also: % of control where 0% means no effect
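Activity was scored as IL-2 release from primary human leukocytes given only a TCR signal (a-CD3 beads) plus compound for 48 hr. Detection used a two-antibody HTRF format read at 665nm.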
TRPV1 ag = HTS Assay for Compounds that Act as Agonists of the Vanilloid Receptor 1. Transient receptor potential cation channel subfamily V member 1 (Homo sapiens), Q8NER1. TRPV1-expressing cells, Fluo-8 calcium influx, agonist mode. activation, % at 8.33 µM. 0.19% of 320,000 active; in the data active = activation above about 80%; inconclusive = between about 30% and that limit; also: 0% is about no effect
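TRPV1-expressing cells were cultured overnight at 35.5C and loaded with Fluo-8 calcium dye for 40 to 90 min at room temperature. After a 10 s baseline, compound was added and calcium influx was read kinetically for 3 min (ex 480/em 520 nm).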
Mito fusion yeast = qHTS Assay for Small Molecule Inhibitors of Mitochondrial Division or Activators of Mitochondrial Fusion. S. cerevisiae fusion-defective mutant growth rescue, CellTiterGlo 48 h. Potency, µM (doses to about 46.1 µM), inactives show top-dose growth rescue (activation), most hits filed as activators. 0.23% of 320,000 active. AID 485298, 2010;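 also: potency is read from the fitted curve at half-maximal effect; % of control where 0% means no effect; nearly all actives have a fitted effect of over 45% in size; temperature-sensitive fusion mutants such as fzo1-1 at 37 °C on non-fermentable ethanol glycerol medium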
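S. cerevisiae fusion-defective temperature-sensitive mutants (e.g. fzo1-1, mgm1-5) grown 48 h at 37C in YPEG (ethanol/glycerol non-fermentable) medium with 23 nl compound per well; growth rescue read as CellTiterGlo luminescence.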
AT treatment = qHTS Assay for Identifying a Potential Treatment of Ataxia-Telangiectasia | 0.19% of 320,000 active | Potency, µM (highest dose often 57.5 µM), inactives show at the highest dose activation, usual class: activators | […] A-T fibroblasts, KAP-1 phosphorylation AlphaLISA; neocarzinostatin DNA damage 30 min before lysis; also: potency is read from the fitted curve at half-maximal effect; % of control where 0% means no effect; nearly all actives have a fitted effect of over 45% in size
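hTERT-immortalized A-T patient fibroblasts ([…]), 500 cells/well in OPTI-MEM, 1% FBS, got compounds for 60 min, then NCS for 30 min at 37C. Lysates were then assayed for phospho-KAP-1 by AlphaLISA (anti-pKAP1 donor, anti-KAP1 acceptor beads), 6 hr at 25C.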
KCNH2 WT inh = qHTS for Inhibitors of KCHN2 3.1: Wildtype qHTS; Voltage-gated inwardly rectifying potassium channel KCNH2 (Homo sapiens), Q12809; U2OS, BacMam KCNH2, thallium flux FluxOr; hits give low values; activity change, % at 1.84 µM; 0.37% of 340,000 active;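 active = maximum activity change below -70%; inconclusive = maximum activity change between -70% and -50%; inactive = maximum activity change above -50%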; also: % is scaled to controls: 0 for no effect and ±100 for the full control effect
Target sequence (Q12809 whole entry, looked up): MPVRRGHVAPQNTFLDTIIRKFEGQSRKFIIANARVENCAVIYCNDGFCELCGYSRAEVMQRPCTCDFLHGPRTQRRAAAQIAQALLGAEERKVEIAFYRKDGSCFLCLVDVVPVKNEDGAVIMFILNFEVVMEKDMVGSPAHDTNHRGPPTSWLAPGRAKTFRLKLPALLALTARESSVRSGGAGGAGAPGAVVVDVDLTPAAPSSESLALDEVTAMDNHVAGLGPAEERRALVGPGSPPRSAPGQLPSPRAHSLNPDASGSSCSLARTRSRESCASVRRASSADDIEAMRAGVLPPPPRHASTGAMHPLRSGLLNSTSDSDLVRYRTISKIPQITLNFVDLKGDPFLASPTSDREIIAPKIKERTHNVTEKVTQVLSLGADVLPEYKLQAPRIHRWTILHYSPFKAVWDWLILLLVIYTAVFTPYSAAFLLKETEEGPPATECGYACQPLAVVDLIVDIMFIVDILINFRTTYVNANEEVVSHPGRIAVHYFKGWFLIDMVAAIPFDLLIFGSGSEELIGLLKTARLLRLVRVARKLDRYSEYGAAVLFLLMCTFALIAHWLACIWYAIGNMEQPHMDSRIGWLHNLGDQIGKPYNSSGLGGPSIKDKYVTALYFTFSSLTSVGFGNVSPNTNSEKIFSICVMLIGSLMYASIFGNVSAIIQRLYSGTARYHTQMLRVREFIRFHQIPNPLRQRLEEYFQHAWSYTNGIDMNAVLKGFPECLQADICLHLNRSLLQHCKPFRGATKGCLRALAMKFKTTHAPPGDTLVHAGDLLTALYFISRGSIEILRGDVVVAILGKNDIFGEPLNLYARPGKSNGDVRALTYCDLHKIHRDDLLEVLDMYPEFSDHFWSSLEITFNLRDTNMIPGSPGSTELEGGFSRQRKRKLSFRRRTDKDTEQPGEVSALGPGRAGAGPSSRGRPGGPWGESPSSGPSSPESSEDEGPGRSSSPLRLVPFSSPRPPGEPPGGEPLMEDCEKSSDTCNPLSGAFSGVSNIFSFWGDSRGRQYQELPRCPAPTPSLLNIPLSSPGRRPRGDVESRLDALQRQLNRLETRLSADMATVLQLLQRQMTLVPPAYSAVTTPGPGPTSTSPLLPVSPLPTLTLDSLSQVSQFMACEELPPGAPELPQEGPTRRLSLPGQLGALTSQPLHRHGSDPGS
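U2OS cells transduced with wild-type KCNH2 virus are loaded with FluxOr dye for 45 min, and thallium flux is measured in kinetic reads before and after stimulation buffer. Rate constants are normalized to DMSO controls.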
TSHR antagonist = Antagonists of the Thyroid Stimulating Hormone Receptor: HTS campaign; TSHR-expressing cells, TSH-stimulated cAMP HTRF, 2 h; hits give low values; activity change, negative = inhibition, % at 11.5 µM; 0.2% of 330,000 active;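 active = activity change below a set negative limit, meaning inhibition stronger than a set level, cut at about -70% in these data; inconclusive = activity change between two set negative limits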; also: % is scaled to controls: 0 for no effect and ±100 for the full control effect
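Competitive HTRF cAMP read-out (cryptate anti-cAMP antibody, cAMP-d2; 30 min, room temperature) in freshly harvested TSHR cells. Compounds added before TSH at EC80 (4nM final), followed by 2 hours' incubation at 37 deg C.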
Starred values were filed as active, the others as inactive; ? = inconclusive; / = not tested or not shown; [ ] = another dose, or the depositor's remark. Unless noted, calls follow the shape of the dose curve; as a rule, active = well fitted curve in the direction sought with a large enough effect; inconclusive = small, poorly fitted or top-dose-only effect, or another doubt; inactive = no such curve, though single readings can be large; an effect the other way counts as inactive or inconclusive. Not all compounds are listed, so the mix of outcomes need not match the whole.

Fields: Eya2 inh	TCR act	TRPV1 ag	AT treatment	KCNH2 3.1 block	KCNH2 WT inh	TSHR antagonist	USP2a inh	Mito fusion yeast	ELG1 repair inh
- Cc1ccccc1NC(=O)Cc1c(O)c2ccccc2[nH]c1=O
  2%	6%	0	0%	2	-6	2	1%	0%	17%
- CCOC(=O)C1CCN(Cc2c(C(=O)N3CCOCC3)nc3c(C)cccn23)CC1
  1%	5%	0	-11%	-7	4	8	1%	1%	-5%
- O=C(NCc1ccco1)C1CCCN1S(=O)(=O)c1ccc2ccccc2c1 (configuration not stated)
  -32%	-140%	-1	2%	15	-4	-6	7%	0%	-6%
- COc1cccc(OC)c1OCCOCCN1CCN(C)CC1
  19%	3%	0	20%	-6	-2	11	1%	-2%	0%
- COc1ccc(CN2CCNC(=O)C2CC(=O)NCCc2nc(C)c(C)s2)cc1C (configuration not stated)
  -2%	-3%	-2	2%	-4	-3	3	-2%	-4%	?
- O=C(c1cnn(-c2ccc(Cl)cc2)c1)c1ccccc1O
  4%	-3%	12	3%	-13	2	-13	6%	3%	?
- O=C(COc1ccc2c3c(c(=O)oc2c1)CCC3)c1ccc2c(c1)OCO2
  1%	2%	-1	9%	0	-7	0	3%	-1%	-4%
- O=C(N/N=C/c1cccc2nccnc12)c1ccccc1O
  6%	5%	/	0%	-4	-9	-6	1%	2%	4%
- Cc1cccc(N2C(=O)CC(N3CCN(Cc4ccc(Cl)cc4)CC3)C2=O)c1 (configuration not stated)
  -25%	-2%	-2	-6%	-41	32	-1	0%	-1%	-9%
- COc1ccccc1N1CCN(C(=O)c2c(C)cc(=O)oc2C)CC1
  4%	-2%	1	1%	0	32	-1	1%	-6%	13%
- Cc1nc(Nc2cnc(/C=C/c3cc(C(=O)Nc4cccc(C(F)(F)F)c4)ccc3C)cn2)cc(N2CCNCC2)n1
  -13%	6%	3	33%	11	-7	-6	-3%	-8%	?
- CCOC(=O)c1cccc(NC(=O)N[C@@H](C)C(=O)OC)c1
  -2%	9%	1	0%	3	5	-4	3%	-1%	2%
- CCn1c(=O)c(C(=O)CN(C)CC(=O)Nc2cccc(F)c2)c(N)n(Cc2ccccc2)c1=O
  -23%	-4%	/	0%	-13	2	/	6%	/	?
- O=C(NCCc1ccccc1)c1n[nH]c(=O)c2ccccc12
  2%	5%	7	13%	-3	-2	8	1%	-4%	?
- Cc1ccccc1CSc1nnc(-c2cnccn2)n1C
  2%	8%	2	-3%	12	-2	4	3%	5%	?
- CCc1ccc(Nc2nc(C)cc(C)c2C(N)=O)cc1
  -11%	-2%	-1	4%	-1	-3	8	0%	1%	0%
- Nc1nc(-c2ccc(Cl)cc2)c(N=Nc2ccc(S(=O)(=O)N3CCOCC3)cc2)s1
  7%	10%[46.1 µM]	-8	-2%	-1	-2	-10	0%	-7%	-25%
- CCOC(=O)c1ccc(NC(=S)Nc2cc(C)cc(C)n2)cc1
  -19%	5%	3	0%	-3	3	-3	2%	13%	2%
- Cc1ccc(NC2(C(F)(F)F)N=C(c3ccccc3)NC2=O)nc1 (configuration not stated)
  -1%	0%	2	9%	20	2	-4	2%	5%	2%
- COc1ccc(/C=C/C(=O)Nc2cc(S(=O)(=O)N3CCOCC3)ccc2C)cc1OC
  -2%	-5%	6	12%	6	-12	5	3%	-4%	9%

Profiles, looked up by structure. Order of values: Eya2 inh, TCR act, TRPV1 ag, AT treatment, KCNH2 3.1 block, KCNH2 WT inh, TSHR antagonist, USP2a inh, Mito fusion yeast, ELG1 repair inh
`COc1ccc(/C=C/C(=O)Nc2cc(S(=O)(=O)N3CCOCC3)ccc2C)cc1OC` is entered as -2%, -5%, 6, 12%, 6, -12, 5, 3%, -4%, 9%
`CCc1ccc(Nc2nc(C)cc(C)c2C(N)=O)cc1` is entered as -11%, -2%, -1, 4%, -1, -3, 8, 0%, 1%, 0%
`CCn1c(=O)c(C(=O)CN(C)CC(=O)Nc2cccc(F)c2)c(N)n(Cc2ccccc2)c1=O` is entered as -23%, -4%, /, 0%, -13, 2, /, 6%, /, ?
`Nc1nc(-c2ccc(Cl)cc2)c(N=Nc2ccc(S(=O)(=O)N3CCOCC3)cc2)s1` is entered as 7%, 10%[46.1 µM], -8, -2%, -1, -2, -10, 0%, -7%, -25%

Continuation:
Fields: Eya2 inh	TCR act	TRPV1 ag	AT treatment	KCNH2 3.1 block	KCNH2 WT inh	TSHR antagonist	USP2a inh	Mito fusion yeast	ELG1 repair inh
- O=C(c1ccco1)N1CCN(c2ccc([N+](=O)[O-])cc2F)CC1
  -9%	6%	?	2%	-19	5	-10	2%	3%	10%
- COc1cccc(C(=O)CSc2nc3cccnc3n2C)c1
  0%	1%[46.1 µM]	13	0%	7	1	-4	0%	4%	-27%
- Cc1oc(-c2ccc(Cl)cc2)nc1CN1CCC(C(=O)NCCCN2CCOCC2)CC1
  11%	6%	10	4%	-17	6	25	6%	7%	-4%
- Cc1oc(C(C)(C)C)cc1C(=O)N1CCN(C(c2ccccc2)c2ccccc2)CC1
  -20%	-6%	21	-5%	1	1	2	-6%	3%	1%
- C#CCOCCOCCOCCNc1nc(N2CCN(C(=O)CCCCCCCCCCNC(=O)[C@H](CCCCN)n3cc(CCO)nn3)CC2)nc(N2CCN(C(=O)CCCCCCCCCCNC(=O)[C@H](CCCCN)n3cc(CCO)nn3)CC2)n1
  -6%	2%	1	3%	3	10	11	?	3%	3%
- O=C(c1nc2ncccn2n1)N1CCN(c2ccc(F)cc2)CC1
  7%	6%	0	-2%	9	-3	5	1%	-2%	-2%
- CCOC(=O)C(CC)Sc1cc(C)nc2ccc(OC)cc12 (configuration not stated)
  2%	-39%	20	22%	16	11	-12	2%	0%	-15%
- Cc1ccc(S(=O)(=O)N(C)c2ccc(C(=O)N3CCN(Cc4ccc5c(c4)OCO5)CC3)cc2)cc1
  9%	4%	-10	-2%	-6	15	-20	-1%	6%	6.5µM*
- COc1ccc(Br)cc1[C@H]1[C@@H]2C=CCC[C@@]2(C)C(=O)N1Cc1ccccc1
  -7%	-2%	?	-6%	-14	-14	-3	0%	-99%[inhibitor]	?
- CC(NC(=O)CCC(=O)N1CCCCCC1)c1ccccc1 (configuration not stated)
  -4%	-8%	4	-7%	-2	3	-5	1%	-1%	4%
- CCc1cc2c(Sc3nc4ccccc4s3)ncnc2s1
  -23%	-3%	20	11%	2	4	6	2%	1%	-13%
- CCCCC(=Nc1ccc(N)cc1)C1=C(O)C(C(=O)OC)C(C)(C)CC1=O (configuration not stated)
  -10%	0%	3	-1%	-3	-2	-11	7%	1%	15%
- CCN(CC)c1ccc(/C=C(\C#N)C(=O)c2ccc(Br)cc2)cc1
  ?	-3%[46.1 µM]	?	1%	-35	?	8	?	28%	-19%
- COc1ccc(C2=CC(=O)C[C@H](c3ccc(OC)c(OC)c3)C2)cc1
  2%	2%	24	16%	-12	-10	-31	5%	12%	?
- CCOC(=O)C1=C(C)NC(C)=C(C(=O)OCC)C1C(=O)OCC(=O)N1CCCCC1C (configuration not stated)
  -11%	-2%	1	-3%	0	-5	6	2%	-5%	-3%
- Cc1ccc(C(=O)Cn2c(C)cc(C)c(C#N)c2=O)cc1
  8%	-2%	3	-2%	21	-8	2	1%	-2%	6%
- CCOC(=O)C1CCCN(c2nc3c(C)cccn3c(=O)c2/C=C(\C#N)C(=O)NCc2ccco2)C1 (configuration not stated)
  5%	1%	/	-2%	14	2	6	-6%	6%	-17%
- CCN(C(=O)CN1C(=O)/C(=C/c2ccccc2)SC1=S)C1CCS(=O)(=O)C1 (configuration not stated)
  7%	-11%	-4	-11%	8	-3	0	1%	5%	6%
- O=C(Cc1cccc(Cl)c1)Nc1ccc(Br)cc1
  1%	-2%	11	1%	11	11	-6	-1%	14%	18%
- CCCc1nc2c(=O)[nH]c3ccccc3c2o1
  -3%	-11%	-3	5%	4	8	32	2%	0%	17%

3 of the entries above in order of their number in TCR act, highest first:
molecule,TCR act
CCCCC(=Nc1ccc(N)cc1)C1=C(O)C(C(=O)OC)C(C)(C)CC1=O (configuration not stated),0%
Cc1ccc(C(=O)Cn2c(C)cc(C)c(C#N)c2=O)cc1,-2%
CCc1cc2c(Sc3nc4ccccc4s3)ncnc2s1,-3%

Screening results from PubChem BioAssay.
